Screening data deposited in PubChem by National Center for Advancing Translational Sciences (NCATS).
Mm-Cpn inhibitor: inhibitors of Methanococcus maripaludis chaperonin (MmCpn); AID 504842; actives 0.031% (n = 330,000); purified Mm-Cpn ATPase, ADP Transcreener TR-FRET; Potency, µM (highest dose often 76.9 µM), inactives show top-dose activity, negative = inhibition, hits mostly inhibitors; active = well fitted inhibition curve with a large enough effect; also: nearly all actives have a fitted effect of over 80% in size
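ATPase read-out: TR-FRET ADP immunoassay (anti-ADP Eu cryptate vs ADP-d2), ex 320 nm, em 590/665 nm; signal drops as ADP forms. Enzyme 25 nM, ATP 10 uM, 30 min at 37°C after 10 min compound preincubation.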
* = called active by the depositor. % is scaled to controls: 0 for no effect and ±100 for the full control effect; potency is read from the fitted curve at half-maximal effect. These rows are one share of the data; rates above refer to the full screens.

SMILES | Mm-Cpn inhibitor
COc1ccc(-c2oc3c(CC=C(C)C)c(O[C@@H]4O[C@H](CO)[C@@H](O)[C@H](O)[C@H]4O)cc(O)c3c(=O)c2O[C@@H]2O[C@@H](C)[C@H](O)[C@@H](O)[C@H]2O)cc1 | 2%
CCN(CC)CC1CCCCN1CC(=O)N1c2ccccc2C(=O)Nc2cccnc21 (stereo not given) | 2%
CCCOc1ccc2nc(NC(=O)OC)[nH]c2c1 | 1%
CN(C)CCCSc1ccccc1NC(=O)/C=C/c1ccccc1 | -1%
COc1cc(N)c(Cl)cc1C(=O)N[C@@H]1CCN(CCCOc2ccc(F)cc2)C[C@@H]1OC | 2%

Quoted from the listing:
CCN(CC)CC1CCCCN1CC(=O)N1c2ccccc2C(=O)Nc2cccnc21 (stereo not given) in Mm-Cpn inhibitor is listed with 2%
COc1ccc(-c2oc3c(CC=C(C)C)c(O[C@@H]4O[C@H](CO)[C@@H](O)[C@H](O)[C@H]4O)cc(O)c3c(=O)c2O[C@@H]2O[C@@H](C)[C@H](O)[C@@H](O)[C@H]2O)cc1 in Mm-Cpn inhibitor is listed with 2%

Grouped by structure: those above with nitrogen in an aromatic ring (2)
SMILES | Mm-Cpn inhibitor
CCN(CC)CC1CCCCN1CC(=O)N1c2ccccc2C(=O)Nc2cccnc21 (stereo not given) | 2%
CCCOc1ccc2nc(NC(=O)OC)[nH]c2c1 | 1%
